# Screening data from PubChem.
# TGFb SMAD3 inh: qHTS for Inhibitors of TGF-b; Potency, µM (series often up to 46.1 µM), inactives show at the highest dose activity, negative = inhibition, hits mostly inhibitors; 410,000 tested, 1.2% active; HepG2 CAGA-GFP TGF-b/SMAD3 reporter, GFP fluorescence, 18 h; TGF-beta stimulated, 500 pg/mL final; further: potency means the concentration at half of the fitted maximal effect; on the % scale 0 is the no-effect control and ±100 the full control effect; nearly all actives have a fitted effect of over 65% in size
#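 HEPG2 CAGA-GFP, 1000 cells/well; 2 h settle, 37 C; cpd via pin tool; TGF-b 500 pg/mL final; 18 h, 37 C; GFP imaging ex488/em500-530; %Activity normalised to -TGF-b and +DMSO controls; CRC fit, curve class.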
# HepG2 tox: qHTS for Inhibitors of TGF-b: Cytotox Counterscreen; HepG2 CAGA-GFP viability, ATP luminescence, 18 h; Potency, µM (series often up to 46.1 µM), inactives show at the top dose activity change, negative = cytotoxicity, hits mostly cytotoxic; 410,000 tested, 0.76% active; further: potency means the concentration at half of the fitted maximal effect; some results filed as inactive show a strong effect at the top dose
#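 CellTiter-Glo luminescence gave cytotoxicity after 18 hours at 37 degrees C. The cells were HepG2 CAGA-GFP in 1% FBS DMEM, stimulated with 500 pg/mL TGF-beta after compound addition. %Activity was normalised to no-cell wells (complete cell-killing) and DMSO (no toxicity), and curves were fitted and classified.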
# A549 viability: Nrf2 qHTS screen for inhibitors: counterscreen for cytotoxicity | 390,000 tested, 0.16% active | A549 ARE-Fluc cells, CellTiter-Fluor viability, 18-24 h | Potency, µM (titrated, usually from 46 µM), without a hit: top-dose activity change, negative = cytotoxicity, most hits filed as inhibitors; further: potency means the concentration at half of the fitted maximal effect; on the % scale 0 is the no-effect control and ±100 the full control effect
#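 A549 ARE-Fluc cells in 5% FBS OPTI-MEM, 5000 cells/well, rested 2 h then exposed to compounds in concentration-response for 18-24 h at 37 °C. Viability by CellTiter-Fluor fluorescence (Ex 405/Em 525) after 30 min; luciferase luminescence (BugLite, 15 min, RT) read afterwards.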
# S2 tox: Viability Counterscreen for Primary qHTS for Inhibitors of ATXN expression | Potency, µM (series often up to 56.7 µM), actives largely listed as cytotoxic | S2 cells (HEK-293 line with an ATXN2-luciferase reporter) viability, CellTiter-Fluor protease fluorescence, 24 h | 400,000 tested, 0.49% active; further: potency means the concentration at half of the fitted maximal effect; nearly all actives have a fitted effect of over 40% in size
# Nrf2 activator: qHTS of Nrf2 Activators. AREc32 ARE-luciferase reporter (MCF7-derived line), luminescence, 24 h. Potency, µM (series often up to 46.1 µM), inactives show at the top dose activation, actives largely listed as activators. 410,000 tested, 0.31% active. AID 624171, 2012; further: potency means the concentration at half of the fitted maximal effect; % of control where 0% means no effect; nearly all actives have a fitted effect of over 65% in size
#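 AREc32 cells carrying an ARE-driven firefly luciferase, 1000 cells/well in OPTI-MEM with 5% FBS, dosed after overnight attachment and incubated 24 hr at 37 deg C. Steady-Glo luminescence read after 30 min at RT.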
# CCT modulator: High-Throughput Screening for Modulators of Cytosolic Chaperonin Activity; purified chaperonin ATPase assay, HTRF ADP detection, 30 min; activity change, % (no concentration beside the values), hits read low; 360,000 tested, 0.3% active; AID 651819, 2012; in the data active means activity change below about -30%; further: on the % scale 0 is the no-effect control and ±100 the full control effect
#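 First, chaperonin was dispensed at 40 nM or 20 nM final depending on batch activity. Next, compounds were pinned at 76 uM and ATP added at 10 uM. After 30 min at 37 °C, ADP detection reagents ran 30 min at ambient temperature.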
# Nrf2 block: Nrf2 qHTS screen for inhibitors; A549 ARE-Fluc reporter, luciferase luminescence, 18-24 h; Potency, µM (highest dose often 46 µM), inactives show at the top dose activity change, negative = inhibition, usual class: inhibitors; 360,000 tested, 2.1% active; AID 504444, 2011; further: potency means the concentration at half of the fitted maximal effect; on the % scale 0 is the no-effect control and ±100 the full control effect; nearly all actives have a fitted effect of over 60% in size
#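 Nrf2 activity is the BugLite luminescence, read 15 min after reagent at room temperature, following CellTiter-Fluor cytotoxicity readout (30 min, 37C). Compound titrations were applied for 18-24 h to 5000 A549 ARE_Fluc cells/well in 5% FBS OPTI-MEM.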
# MmCpn inh: Inhibitors of TCP-1 ring complex (TRiC) of Methanococcus maripaludis (MmCpn): qHTS; Chaperonin Mm-Cpn (Methanococcus maripaludis); purified Mm-Cpn ATPase, ADP Transcreener TR-FRET; 330,000 tested, 0.031% active; AID 504842, 2011; Potency, µM (doses to about 76.9 µM), for the others: top-dose activity, negative = inhibition, most hits filed as inhibitors; further: potency means the concentration at half of the fitted maximal effect; on the % scale 0 is the no-effect control and ±100 the full control effect; nearly all actives have a fitted effect of over 80% in size
#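 ATPase read-out: TR-FRET ADP immunoassay (anti-ADP Eu cryptate vs ADP-d2), ex 320 nm, em 590/665 nm; signal drops as ADP forms. Enzyme 25 nM, ATP 10 uM, 30 min at 37°C after 10 min compound preincubation.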
# Akt phos inh: HTS Assay for Inhibitors of Akt Phophorylation: Primary Screen; Neuro2A IGF-stimulated pAkt S473 HTRF, 20 min; stronger effect = lower value; activity change, % for hits at 50 µM; 360,000 tested, 0.32% active; AID 651550, 2012; in the data active means activity change below about -80%; inconclusive means mostly about -51% to -80%; further: on the % scale 0 is the no-effect control and ±100 the full control effect
#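 Single-point screen (50 µM final compound) in Neuro2A cells stimulated 20 min with 6 nM IGF at 37 deg C. After lysis, Ser473-phosphorylated Akt read by HTRF (ex 330 nm, em 615/665 nm) as the 665/615 ratio.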
# Active calls of the source: *; i = inactive; u = inconclusive; x = no result given; [ ] = dose if it differs, or a comment. Unless noted, the call rests on the fitted dose curve; in most records, active means well fitted curve in the direction sought with a large enough effect; inconclusive means small, poorly fitted or top-dose-only effect, or another doubt; inactive means no such curve, though single readings can be large; an effect the other way counts as inactive or inconclusive.
# Screens in order: MmCpn inh | CCT modulator | TGFb SMAD3 inh | HepG2 tox | S2 tox | A549 viability | Nrf2 activator | Nrf2 block | Akt phos inh
> CCCOc1ccc(-c2cn3ccccc3n2)cc1
→ 0% | 0.0 | -29% | -61% | i | 16% | -1.6% | u | i
> CC(C)NC(=O)C1CCN(C2CCN(Cc3ccc4cccc(F)c4n3)CC2)CC1
→ 0% | -0.9 | -23% | -30% | i | 0% | -0.7% | -4% | i
> CCOc1cccc(C2c3c(oc4cc(C)c(C)cc4c3=O)C(=O)N2c2nc(C)c(C)s2)c1 (stereo unspecified)
→ x | x | -4% | -5% | i | -5% | -0.1% | 8% | x
> Cc1sc2nc(SCCO)n(-c3ccccc3)c(=O)c2c1C
→ 1% | -0.7 | -20% | -24% | u | -9% | -1.0% | 10% | i
> CCCn1c(SCC(O)c2cccc(OC)c2)nc2ccccc21 (stereo unspecified)
→ x | x | -11% | -1% | x | 0% | 20% | 1% | x
> CC(Sc1nnc2ccccn12)C(N)=O (stereo unspecified)
→ 0% | -1.9 | 4% | 2% | i | 0% | -0.2% | -1% | i
> O=C(O)/C=C/c1cccnc1
→ -5% | -0.1 | 6% | -1% | i | 2% | 0.2% | 0% | i
> O=C(COc1ccc(Br)cc1)NCCO
→ 0% | -4.9 | 9% | -4% | i | 3% | 0.6% | 12% | i
> Cc1ccc(C(OCC(O)CNC(CO)C(O)c2ccc([N+](=O)[O-])cc2)c2ccccc2)cc1 (stereo unspecified)
→ -4% | 1.7 | u | -169% | u | -11% | 7.7% | 14% | i
> Cc1ccccc1-c1nc(CN2CCC(C(=O)NC(C)C)CC2)c(C)o1
→ x | x | 2% | 3% | i | -11% | 0.4% | 6% | x
> Cc1cc(C)nc(SCC(=O)N/N=C\C(Br)=C\c2ccccc2)n1
→ 0% | 1.6 | 2% | 13% | i | 3% | 13% | u | i
> CCOC(=O)C1=C(N)c2ccccc2CC1C1CCCC1 (stereo unspecified)
→ 0% | -1.3 | 13µM* | -116% | i | -2% | 0.5% | 0% | i
> C/C=C/C1=CC(=O)C[C@H](c2ccc(Cl)cc2)C1
→ 2% | -0.2 | -3% | -12% | u | 1% | u | 10% | i
> O=c1c2oc3ccccc3c2n(Cc2ccccc2Cl)c(=O)n1Cc1ccc2c(c1)OCO2
→ x | x | 2% | -9% | x | 8% | -0.3% | 1% | x
> O=C(CSc1nnc(C2COc3ccccc3O2)o1)N1CCOCC1 (stereo unspecified)
→ 0% | 2.0 | 5% | 14% | i | 11% | 0.4% | x | i
> NS(=O)(=O)c1ccc(NC(=S)NCc2ccccc2)cc1
→ -1% | 0.3 | -21% | 3% | i | 6% | -0.4%[9.22 µM] | 5% | i
> Cc1ccccc1CN(c1ccc(C(=O)N/N=C/c2ccc(OCC(N)=O)cc2)cc1)S(C)(=O)=O
→ 4% | -3.3 | 2% | -9% | i | 0% | -0.1% | 10% | i
> Cc1cc(C)c(-c2csc(NC(=O)C3=NN(c4ccccc4)C(=O)CC3)n2)c(C)c1
→ -4% | 0.7 | u | -19% | u | -12% | 7.3% | u | i
> COCCCn1nnnc1SCC(=O)Nc1nc(C)c(C)s1
→ 1% | 0.8 | -7% | 1% | u | 3% | -0.4% | -2% | i
> Cc1ccc(S(=O)(=O)NC(=O)NCc2ccco2)cc1
→ x | -1.5 | -2% | -14% | i | 6% | 2.9% | -15% | i
> Cc1cc(C)cc(NC2=CC(=O)CC(c3ccco3)C2)c1 (stereo unspecified)
→ 0% | -1.3 | -13% | -10% | u | -12% | 25% | -3% | i
> CCc1ccccc1NC(=O)CNC(=O)c1ccc(S(=O)(=O)NCc2ccco2)cc1
→ x | -1.4 | -7% | -16% | i | x | -0.1% | x | i
> COc1cc(/C=C2/C(=O)NN(c3ccc(F)cc3)C2=O)cc(Cl)c1O
→ 0% | 1.4 | 0% | 4% | i | -4% | 0.4% | -7% | i
> COc1ccc(CNC(=O)Cc2c(C(=O)O)[nH]c3ccccc23)cc1
→ -5% | -3.1 | 14% | -3% | i | 3% | -0.1% | 2% | i
> COc1ccc(-c2nc(CS(=O)CC(=O)NCc3ccc4c(c3)OCO4)c(C)o2)cc1OC (stereo unspecified)
→ -9% | 1.2 | 3% | -3% | i | -1% | 3.2% | u | i
> Cn1c(SCC(=O)N(C2CCCCC2)C2CCCCC2)nnc1-c1cccs1
→ 1% | -1.7 | 8% | -6% | u | -18% | 5.9% | u | i
> COc1ccc(NC(=O)CSCc2cnn(-c3ccccc3)c2-n2cccc2)cc1
→ x | x | -8% | -23% | x | 10% | 3.5% | u | x
> Cc1ccc(N2CC(NC(=O)C3CC3)CC2=O)cc1C (stereo unspecified)
→ x | x | -3% | 0% | x | 1% | -0.8% | x | x
> Cn1c(Cn2c(C(F)(F)F)nc3ccccc32)nc2ccccc21
→ -2% | 0.1 | 22% | 10% | i | -5% | 0.0% | 15% | i
> CN1CCC(=O)N(C(CSc2ccc(Br)cc2)Cc2ccccc2)CC1 (stereo unspecified)
→ x | x | -2% | -14% | x | 4% | x | 7% | x
> CNC(=S)Nc1ccc(OC)c(OC)c1
→ -4% | 0.0 | 4% | 0% | i | -4% | -0.4% | 6% | i
> O=C(O)CCC(=O)OCCc1cc2ccccc2c(=O)o1
→ -1% | -1.3 | -6% | -4% | i | 6% | -0.5% | 0% | i
> CCN(CC)CCNC(=O)c1cc(Nc2ccc(OC)c(OC)c2)nc2ccccc12
→ -3% | -5.4 | 0% | -16% | i | -7% | 0.3% | 4% | i
> Cn1c(NCc2cccnc2)nc2cc(-c3ccc(C(=O)N4CCOCC4)cc3)sc2c1=O
→ x | -1.0 | 19% | -4% | i | x | 3.5% | x | x
> COc1ccc(NC(=O)[C@H](C)NC(=O)C2CCN(S(=O)(=O)c3ccc(C)cc3)CC2)cc1OC
→ 1% | 0.3 | -7% | -7% | i | 0% | -1.0% | -3% | i
> CCOC(=O)COc1nc(N(C)C)nc(N(C)C)n1
→ -3% | -1.5 | u | -3% | i | 4% | 0.0% | 26% | i
> CC(=O)N1CCc2c(sc3c2c(=O)n(Cc2ccccc2)c(=O)n3Cc2cccc(Cl)c2)C1
→ x | x | -9% | -31% | i | -21% | -1.4% | 21µM* | x
> Cc1cc(C)c(NC2=CC(=O)CC(C)(C)C2)c(C#N)c1
→ -1% | 1.5 | 14% | -8% | i | 2% | -0.4% | x | x
> COc1ccc(NC(=O)CNC(=O)c2cccs2)cc1Cl
→ 2% | -10 | 0% | -12% | i | -3% | 2.2% | 0% | i
> CC(C)(C)CNC(=O)c1cccc2c1C(=O)c1ccc(N3CCCC3)cc1S2(=O)=O
→ 1% | -2.1 | 0% | -5% | i | -25% | 0.4% | u | i
> CCOc1ccc(NS(=O)(=O)c2ccc(-c3cc(C)no3)s2)cc1
→ x | x | 0% | -26% | x | -1% | -0.1% | 0% | x
> CCCSc1nc(=O)n2cc(C)ccc2n1
→ 0% | -0.9 | -13% | 0% | i | -1% | 4.3% | 2% | i
> NC(=O)c1ccc(SCC(=O)NC2CCCCC2)c([N+](=O)[O-])c1
→ 2% | 0.9 | -2% | 4% | i | 4% | 1.8% | 2% | i
> CCC(C)NC(C(=O)Nc1ccc(Cl)c([N+](=O)[O-])c1)c1ccccc1 (stereo unspecified)
→ -3% | -2.5 | u | -22% | i | 1% | 3.7% | -5% | i
> Cc1c(CCNC=O)cc(C)c2c3c(oc12)CCCC3
→ x | -2.2 | 12% | 1% | i | -1% | 2.8% | u | i
> COc1ccc(OCc2nnc(SCC(=O)Nc3cccc(C(C)=O)c3)o2)cc1
→ 0% | 3.4 | 9% | 14% | i | 1% | -0.6% | 9% | i
> Cc1cc(C)nc(/N=C(\N)Nc2ccc(F)c([N+](=O)[O-])c2)n1
→ 1% | -2.2 | 7% | -18% | i | -11% | 3.3% | -15% | i
> COc1cccc(OC)c1NC(=O)CN(C)S(=O)(=O)c1ccc2c(c1)OCCO2
→ 0% | -0.2 | 5% | -5% | i | -1% | -0.1% | 1% | i
> Cc1ncc(CN2CCN(C3CCCC3)C(CCO)C2)s1 (stereo unspecified)
→ -2% | -1.6 | 2% | -3% | i | 1% | -0.5% | 5% | i
> Cc1cccc(C)c1NC(=O)CN(C)C(=O)c1cccc(NS(=O)(=O)c2ccccc2)c1
→ -2% | 0.9 | -1% | -3% | x | -2% | 0.1% | 5% | i
> COc1cccc(C(=O)N2CCN(CCc3ccncc3)CC2)c1
→ x | x | -24% | 0% | x | 1% | 0.3% | 1% | x
> CCCn1c2ccccc2c2nnc(SCCN3CCOCC3)nc21
→ 2% | -0.1 | 15% | -6% | i | -1% | 1.1% | -11% | i
> CC(C)CNC(=O)C(=O)NCC1OCCCN1S(=O)(=O)c1cccs1 (stereo unspecified)
→ -1% | 2.3 | -15% | -14% | i | 6% | -0.1% | -4% | i
> CCOC(=O)c1c(C)n(-c2ccccc2)c2ccc(O)c(CN(C)C)c12
→ -1% | -3.0 | u | -56% | i | -4% | 1.7% | 1% | i
> COc1ccc(-c2oc3cc(OC)c(O)c(OC)c3c(=O)c2OC)cc1O
→ x | 0.1 | 4% | -27% | u | -18% | -0.4% | u | i
> Cc1ccc(-n2nc(CO)c(C(=O)NCCCc3ccccc3)n2)cc1
→ x | x | -3% | -22% | x | -2% | 0.6% | -4% | x
> N#CC(C#N)=C1C=C2C=C(N3CCCCC3)CCC2CC1 (stereo unspecified)
→ -3% | 2.3 | -23% | -32% | u | -19% | 7.2% | u | i
